RXFP1 ag – activates the human relaxin receptor RXFP1; Potency, µM (titrated, usually from 57.5 µM), for the others: at the top dose activation, usual class: activators; HEK293T-RXFP1 cAMP TR-FRET, 30 min; response scale: percent of porcine relaxin response, buffer zero; Q9HBX9; 370,000 tested, 0.3% active; AID 2676; also: potency is read from the fitted curve at half-maximal effect; % is scaled to controls: 0 for no effect and ±100 for the full control effect; nearly all actives have a fitted effect of over 60% in size; many of its hits are not listed in these tables
Target sequence (Q9HBX9 whole entry, looked up): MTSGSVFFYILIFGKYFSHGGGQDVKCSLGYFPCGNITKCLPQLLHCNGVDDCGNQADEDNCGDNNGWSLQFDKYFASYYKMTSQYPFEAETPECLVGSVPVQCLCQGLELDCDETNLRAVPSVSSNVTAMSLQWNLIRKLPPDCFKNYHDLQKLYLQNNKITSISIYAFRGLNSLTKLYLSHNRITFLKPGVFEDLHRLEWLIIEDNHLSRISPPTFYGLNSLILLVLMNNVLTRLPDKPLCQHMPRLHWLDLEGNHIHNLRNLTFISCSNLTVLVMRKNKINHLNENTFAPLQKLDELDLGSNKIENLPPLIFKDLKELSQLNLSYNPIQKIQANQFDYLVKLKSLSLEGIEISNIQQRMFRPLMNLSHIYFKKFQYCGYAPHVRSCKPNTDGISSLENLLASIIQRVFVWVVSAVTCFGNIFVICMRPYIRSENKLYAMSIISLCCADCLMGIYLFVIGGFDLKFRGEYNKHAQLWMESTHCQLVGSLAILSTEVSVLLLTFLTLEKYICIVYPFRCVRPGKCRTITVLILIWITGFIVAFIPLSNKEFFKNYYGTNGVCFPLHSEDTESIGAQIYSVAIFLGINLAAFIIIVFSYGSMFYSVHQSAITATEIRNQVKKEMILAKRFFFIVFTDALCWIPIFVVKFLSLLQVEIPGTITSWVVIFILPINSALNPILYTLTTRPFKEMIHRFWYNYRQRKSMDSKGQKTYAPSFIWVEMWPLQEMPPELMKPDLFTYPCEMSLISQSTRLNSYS
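Agonist response is measured as cAMP accumulation in an RXFP1-transfected HEK293T line under PDE4 inhibition. Values are scaled between buffer-only and 29 nM porcine relaxin, and EC50s come from standard Hill equation fits.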
Vif-A3G inh – inhibitors of Vif-APOBEC3G interaction. HeLa A3G-eYFP + Vif (tagged APOBEC3G with the HIV-1 protein that degrades it), YFP fluorescence, overnight. Q9HC16. Potency, µM (series often up to 46.1 µM), inactives show at the highest dose activity, negative = active, usual class: inhibitors. 410,000 tested, 0.076% active;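 also: potency is read from the fitted curve at half-maximal effect; % is scaled to controls: 0 for no effect and ±100 for the full control effect; nearly all actives have a fitted effect of over 60% in size; hits raise eYFP signal because A3G escapes Vif-driven loss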
Target sequence (Q9HC16 whole entry, looked up): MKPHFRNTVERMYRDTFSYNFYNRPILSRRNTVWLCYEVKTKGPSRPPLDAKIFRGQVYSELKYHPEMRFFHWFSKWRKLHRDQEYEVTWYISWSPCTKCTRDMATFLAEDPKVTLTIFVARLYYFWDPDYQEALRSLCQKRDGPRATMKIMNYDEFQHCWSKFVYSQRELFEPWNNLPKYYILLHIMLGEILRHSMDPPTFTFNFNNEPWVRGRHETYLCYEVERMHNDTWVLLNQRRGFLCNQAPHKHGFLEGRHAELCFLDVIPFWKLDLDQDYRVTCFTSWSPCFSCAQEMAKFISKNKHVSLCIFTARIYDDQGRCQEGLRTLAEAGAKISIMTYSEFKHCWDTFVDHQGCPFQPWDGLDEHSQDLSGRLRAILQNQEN
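HeLa cells stably expressing Vif and C-terminally eYFP-tagged A3G, seeded overnight at 37 deg C, then exposed to compound by pintool overnight at 37 deg C. Rise in yellow fluorescence (Ex 488/Em 500-530, Acumen) marks blocked Vif-driven A3G degradation.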
LDHA block – blocks human lactate dehydrogenase A; 480,000 tested, 0.15% active; purified LDHA, NADH/diaphorase-resazurin fluorescence; stronger effect = lower value; activity change, % (values are at about 110 or 230 µM); in the data active = activity change below about -30%; inconclusive = mostly about -25% to -30%;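 also: plate controls were DMSO wells for no effect and wells without enzyme for full effect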
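Enzyme activity of human lactate dehydrogenase 5 (2 nM; 0.06 mM NADH, 0.2 mM pyruvate, 5 min, RT) is measured via a resazurin/diaphorase fluorescence readout of residual NADH.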
Vif-A3F inh – Vif-A3F binding inhibition | HeLa A3F-eYFP + Vif (tagged APOBEC3F with the HIV-1 protein that degrades it), YFP fluorescence increase | Potency, µM (highest dose often 46.1 µM), without a hit: top-dose activity, negative = active | 390,000 tested, 0.2% active; also: potency is read from the fitted curve at half-maximal effect; % of control where 0% means no effect; nearly all actives have a fitted effect of over 65% in size
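Fluorescence increase (Ex 488/Em 500-530) after overnight compound treatment at 37 deg C flags inhibition of Vif-driven A3F-eYFP loss in stable HeLa A3F-eYFP/Vif cells seeded overnight beforehand.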
PI4K2A block – blocks human PI4K2A kinase activity; Q9BTU6; purified PI4K2A, ADP-Glo luminescence, 1 h; stronger effect = lower value; activity change, negative = inhibition, % at 76.9 µM; 420,000 tested, 0.13% active; in the data active = activity change below about -50%; inconclusive = mostly about -30% to -49%;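 also: -100% = wells without enzyme as full effect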
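ADP-Glo luminescence measured ADP generated by PI4K2A enzyme (4 ug/mL before mixing) with 1.2 mM PI substrate (pre-mix) and 300 microM ATP (pre-mix). Tris pH7.5 buffer with MgCl2, Triton X-100; 1 h reaction at ambient temperature.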
mIDH1 inhibitor – human IDH1 R132H inhibition; 390,000 tested, 0.093% active; IDH1-R132H enzyme, NADPH consumption, diaphorase/resazurin fluorescence; O75874; Potency, µM (top dose mostly 76.6 µM), for inactives: at the highest dose activity change, negative = inhibition, most hits filed as inhibitors; also: potency is read from the fitted curve at half-maximal effect; % is scaled to controls: 0 for no effect and ±100 for the full control effect; nearly all actives have a fitted effect of over 65% in size
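IDH1-R132H (0.5 ug/mL) preincubated 30 min with compound, then NADPH (0.016 mM) and alpha-KG (2 mM) added; 80 min at RT, pH 7.5. Remaining NADPH coupled via diaphorase/resazurin to fluorescence (540/590 nm); concentration-response curves normalized to no-enzyme control.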
TrxR1 substrate – substrates of rat thioredoxin reductase 1 | O89049 | purified TrxR1 substrate turnover, NADPH consumption readout | Potency, µM (series often up to 114 µM), inactives show at the top dose activity change, negative = substrate turnover | 390,000 tested, 0.01% active | AID 588456; also: potency is read from the fitted curve at half-maximal effect; % is scaled to controls: 0 for no effect and ±100 for the full control effect; nearly all actives have a fitted effect of over 50% in size
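Rat TrxR1, dispensed at 90 nM, was prereduced with 400 uM NADPH (final) for 5 min at ~22 deg C, then incubated with compound 15 min before 400 uM selenite. A first-read NADPH fluorescence drop versus no-compound background flagged substrates.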
GRP78 ERSR act – inducers of ER stress response in human glioma cells; U87-MG GRP78 promoter luciferase reporter, 16 h; Potency, µM, inactives show at the highest dose activation, usual class: activators; 420,000 tested, 0.02% active; also: potency is read from the fitted curve at half-maximal effect; series mostly up to about 76 µM; % of control where 0% means no effect; nearly all actives have a fitted effect of over 35% in size
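Stably transfected U87-MG human glioma cells carrying a GRP78-based luminescent sensor were seeded at 1000 cells/well, pin-dosed with compounds and incubated 16 h. Luciferase reagent was then added, and end-point luminescence was read after 10 min at room temperature.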
USP1-UAF1 inh – blocks the human USP1/UAF1 deubiquitinase complex | recombinant USP1/UAF1, Ub-Rhodamine cleavage fluorescence | Potency, µM (titrated, usually from 57.1 µM), inactives show top-dose activity change, negative = inhibition, hits mostly inhibitors | 390,000 tested, 0.23% active | AID 743255; also: potency is read from the fitted curve at half-maximal effect; % is scaled to controls: 0 for no effect and ±100 for the full control effect; nearly all actives have a fitted effect of over 60% in size; inactives centre near -12
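In this screen, compounds sit with the deubiquitinase complex (1nM) for 15 min at room temperature before Ub-Rho is added at 150nM final. Fluorescence rise is then followed for 6 reads every 60 seconds.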
Active calls of the source: *; ? = inconclusive; . = no result given; & = joins results of further samples; [ ] = dose if it differs, or a comment. Unless noted, calls follow the shape of the dose curve; as a rule, active = well fitted curve in the direction sought with a large enough effect; inconclusive = small, poorly fitted or top-dose-only effect, or another doubt; inactive = no such curve, though single readings can be large; an effect the other way counts as inactive or inconclusive. Not all compounds are listed; the hit share may differ from the screen's.

SMILES	RXFP1 ag	Vif-A3G inh	LDHA block	Vif-A3F inh	PI4K2A block	mIDH1 inhibitor	TrxR1 substrate	GRP78 ERSR act	USP1-UAF1 inh
CCOC(=O)C1C(c2ccccc2Cl)NC(=O)N(C)C1(O)C(F)(F)F (centres undefined)	0.3%	-3%	1	-2%	-2	1%	-3%	-4%	-1%
C=CCNc1ncnc2c1ncn2[C@H]1CN(Cc2ccc(F)cc2)C[C@@H](CO)O1	.	-1%	-5	.	-1	.	.	0%	.
O=C(O)COc1ccc(NC(=O)c2ccco2)cc1	-1.4%	1%	0	7%	0	2%	10%	-1%	-15%
COc1ccc(NC(=O)c2oc3ccc(S(=O)(=O)N4CCOCC4)cc3c2C)cc1	0.5%&4.1%	?	-2&1	2%&-7%	2&-2	-2%&17%	-5%	-3%&-3%	?
COc1ccc2[nH]c3c4c(ccc3c2c1)C(=O)C=CC4=O	-2.4%	?	8	11%	-4	-12%	-2%	-11%	?
CC(Sc1nnc(-c2ccc(OC(F)F)cc2)n1N)C(=O)NCC1CCCO1 (centres undefined)	1.0%	1%	-5	-11%	2	2%	12%[57.1 µM]	-2%	-16%
COc1cc(NC(=S)N2CCN(C(=O)C3CCCO3)CC2)c(OC)cc1Cl (centres undefined)	3.2%	4%	2	4%	-1	1%	1%	-3%	-23%
Cc1ccc(CN2C(=O)N/C(=C\c3ccc(N4CCOCC4)cc3)C2=O)cc1	5.6%	-5%	-3	-13%	3	5%	-5%	-2%	-15%
CCN(CC)CCCNC(=O)Cn1nc([N+](=O)[O-])c(Cl)c1C	-1.1%	3%	1	-7%	-3	4%	1%	0%	-18%
Cc1cccc(C)c1NC(=O)C(c1ccccc1OC(F)(F)F)N1CCN(c2ccc(F)cc2)CC1 (centres undefined)	.	0%	3	.	-1	.	.	?	.
Nc1c(C(=O)CSc2n[nH]c(-c3ccccc3)n2)c(=O)[nH]c(=O)n1C1CC1	0.9%	0%	-5	-12%	1	3%	3%	-5%	-16%
OCCN(Cc1ccccc1)CC1CCCCC1	1.0%	-1%	-23	-3%	12	6%	6%[57.1 µM]	3%	-10%
O=C(CN1C(=O)NC2(CCc3ccccc32)C1=O)NCc1ccccc1Cl (centres undefined)	-1.6%	?	-6	?	2	1%	3%	-2%	-8%
COc1ccccc1OCc1ccc(C(=O)c2ccccc2)cc1	-1.4%	0%	-1	1%	9	-1%	-9%	4%	-23%
O=C(COc1ccc(F)cc1)NNC(=O)Cn1ccc(C(F)(F)F)n1	.	2%	-3	-9%	-2	2%	3%	-1%	-9%
CC(=O)NCC(c1ccc2c(c1)OCO2)N1CCN(c2ccccc2)CC1 (centres undefined)	-0.8%	1%	0	3%	-1	-6%	5%[57.1 µM]	0%	-13%
CCN(CC)C1CCCCC1NS(=O)(=O)c1ccc(Cl)cc1 (centres undefined)	0.1%	4%	-9	3%	1	0%	4%	-2%	-6%
COc1cccc(/C=C(/C(=O)OCC(=O)NC2CCCC(C)C2C)c2ccccc2)c1 (centres undefined)	0.6%	-5%	0	-4%	1	1%	-13%	-4%	-12%
Cc1cccc2cc(COC(=O)C(C)C)c(=O)[nH]c12	1.2%	1%	-3	7%	5	9%	4%	-3%	1%
CC(=O)c1ccc(NC(=O)C(C)OC(=O)CCCN=C2NS(=O)(=O)c3ccccc32)cc1 (centres undefined)	-0.4%	1%	-6	2%	1	-15%	-4%	12%	-17%
O=C(N/N=C/c1ccc2c(c1)OCO2)C1CC1	-0.3%	0%	2	0%	-7	9%	1%	4%	-19%
COc1c(F)c(F)c(C(=O)O)c(Nc2ccc(C)cc2)c1F	-1.0%	1%	2	1%	5	-4%	-1%[57.1 µM]	-1%	-2%
CC(OC(=O)c1ccccn1)C(=O)Nc1nc(-c2ccc(F)c(F)c2)cs1 (centres undefined)	.	2%	-4	-5%	9	0%	5%	5%	-9%
CC(=O)c1c(-c2ccccc2)c2cc([N+](=O)[O-])ccc2[nH]c1=O	0.7%	-4%	1	-8%	2	-5%	-10%[57.1 µM]	-4%	0%

3 compounds out of the list, arranged by SMILES length, highest first:
SMILES	RXFP1 ag	Vif-A3G inh	LDHA block	Vif-A3F inh	PI4K2A block	mIDH1 inhibitor	TrxR1 substrate	GRP78 ERSR act	USP1-UAF1 inh
CC(OC(=O)c1ccccn1)C(=O)Nc1nc(-c2ccc(F)c(F)c2)cs1 (centres undefined)	.	2%	-4	-5%	9	0%	5%	5%	-9%
CC(Sc1nnc(-c2ccc(OC(F)F)cc2)n1N)C(=O)NCC1CCCO1 (centres undefined)	1.0%	1%	-5	-11%	2	2%	12%[57.1 µM]	-2%	-16%
CCN(CC)C1CCCCC1NS(=O)(=O)c1ccc(Cl)cc1 (centres undefined)	0.1%	4%	-9	3%	1	0%	4%	-2%	-6%

Other entries follow:
SMILES	RXFP1 ag	Vif-A3G inh	LDHA block	Vif-A3F inh	PI4K2A block	mIDH1 inhibitor	TrxR1 substrate	GRP78 ERSR act	USP1-UAF1 inh
O=c1[nH]c2c(s1)C(c1cccnc1)C1C3CCC(C3)C1S2 (centres undefined)	0.0%	0%	-2	-2%	1	3%	2%	-1%	0%
COC(C/C=C/C(=O)COCc1ccccc1)OC	1.3%	-17%	4	0%	12	-2%	5%	-4%	-20%
COc1cc(OC)cc(C(=O)Nc2ccccc2C(=O)NC2CC2)c1	-0.4%	?	-8	-9%	3	6%	4%	-4%	-21%
Clc1ccc2[nH]cc(-c3nnnn3-c3ccccc3)c2c1	0.5%	-10%	-4	-7%	-8	22%	-10%	-3%	-17%
Cc1cc2oc(C(=O)Nc3nc(-c4ccccc4)ns3)c(C)c2cc1Cl	-0.8%	6%	1	0%	-13	33%[activator]	4%	-1%	-6%
CC(=O)Nc1ccc(CCc2nc3ccccc3[nH]2)cc1	0.5%	0%	-1	2%	-2	-6%	-6%[57.1 µM]	4%	5%
O=C(Nc1ccc(C(=O)OCc2cc(=O)n3c4c(sc3n2)CCCC4)cc1)c1ccc(F)cc1	9.2%	4%	-6	1%	3	-14%	2%[57.1 µM]	2%	-10%
CN(C)CCNC(=O)c1ccc2nc(Cc3ccccc3)oc2c1	0.3%	1%	-9	5%	5	-8%	0%[57.1 µM]	-1%	-7%
COc1ccc(Cl)cc1NC(=S)N1CCN(S(C)(=O)=O)CC1	2.6%	1%	0	-7%	-1	3%	2%	-3%	-19%
CC1(C)CC(NC2C3CC4CC(C3)CC2C4)CC(C)(C)N1 (centres undefined)	-0.4%	3%	1&-5	6%	4	2%	5%[57.1 µM]	-1%	?
Cc1ccc(CNS(=O)(=O)NCc2ccc(Cl)cc2)cc1	1.5%	1%	-4	2%	-1	-8%	-2%	-2%	-24%
Cc1ccc(C(=O)OCC(=O)Nc2ccccc2)cc1S(=O)(=O)N1CCCCC1	0.5%	-6%	-1	-12%	1	12%	4%	-2%	-25%
O=C1CC[C@@H](C(=O)N2CSC[C@H]2C(=O)O)N1	1.5%	2%	-6	-4%	-1	4%	2%	-4%&-3%	-19%
Cc1ccc(-n2cccn2)c(CN2CCC(CO)(CCc3ccccc3)CC2)c1	0.4%	-1%	-5	-3%	-3	6%	-3%[57.1 µM]	-3%	0%
O=C(Cn1c(=O)c2ccccc2n(CC(=O)Nc2ccc(F)cc2F)c1=O)NCCc1ccccc1	1.9%	0%	-9	?	-6	21%	0%	-3%	-16%
O=C(c1ccco1)N1CCN(C2CN(Cc3ccc(F)cc3)S(=O)(=O)C2)CC1 (centres undefined)	.	0%	-14	.	1	.	.	-2%	.
COc1cccc(NC(=O)COC(=O)c2c(F)cccc2Cl)c1	-5.2%	0%	-6	5%	-2	22%	-9%	6%	-5%
CCOC(=O)c1cnc2cc(-c3ccc(C)cc3)nn2c1-c1ccccc1	1.9%	1%	1	-1%	-12	11%	20%	-4%	-14%
O=C(c1cccnc1)N1CCN(S(=O)(=O)c2ccc(Cl)cc2)CC1	-0.2%	1%	-5	-7%	-3	7%	-7%	-4%	-6%
Cc1nc(/C=C/c2ccccc2)cc(/C=C/c2ccccc2)n1	-2.7%	-2%	-13	-8%	4	0%	20%	5%	-7%
COc1ccc(C(N)=O)cc1N	2.5%	-3%	1	2%	5	1%	-6%	-1%	-4%
Cc1nc2sc3c(c2c(=O)n1/N=C/c1cccnc1)CCCC3	1.9%	-4%	-8	-13%	2	4%	11%[57.1 µM]	0%	-21%
COc1cccc(OCCNC(=O)c2cc(OC)c(OC)c(OC)c2)c1	-0.3%	-1%	-6	2%	1	1%	-4%	-1%	-6%
CCOC(=O)N1CCC(N(CCN(C)C)C(=S)Nc2cccc(SC)c2)CC1	-0.1%	-1%	-3	12%	3	10%	-1%	-4%	-19%
O=C(COc1ccccc1[N+](=O)[O-])N(Cc1cccc(Br)c1)C1CCS(=O)(=O)C1 (centres undefined)	-1.4%	-2%	-6	0%	-5	13%	-13%	1%	-8%
O=C(c1ccc(S(=O)(=O)Nc2ccccc2)cc1)N1CCCC1	2.0%	-2%	-4	-26%	3	1%	-4%[57.1 µM]	-5%	-10%
O=C(O)c1ccc2c(ccc3nn(-c4ccc(/C=C/c5ccc(-n6nc7ccc8cc(C(=O)O)ccc8c7n6)cc5[S+](=O)([O-])[O-])c([S+](=O)([O-])[O-])c4)nc32)c1	.	-4%	6	.	.	.	452%[activator]	-5%	.
O=S1(=O)CC/C(=N\Nc2ccc(F)cc2)c2ccsc21	0.6%	-11%	-1	-3%	1	3%	-1%[11.4 µM]	5%	-15%
